Screens deposited in PubChem by several laboratories.
STAT1 act = STAT1 signaling activation. NIH 3T3 STAT1-luciferase reporter, IFN-gamma, luminescence; 100% = IFN-gamma alone, no compound. activation (% of control), % at 5.5 µM. 200,000 compounds, 2.6% hits;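 active = activation above the screen-wide mean activation plus 3 SD, cut at about 130% in these data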;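 note: raw ratio to IFN-gamma control signal so 100% means no change and 0% no light; values of inactives mirror those of a sister screen read the other way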
APP 5UTR inh = APP translation inhibition. 190,000 compounds, 0.82% hits. inhibition, % at 2 µM. AID 1285. SH-SY5Y APP 5'UTR-luciferase reporter, luminescence;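 active = inhibition above a set limit, derived from the sample mean plus 3 SD, cut at about 45% in these data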; note: values of inactives mirror those of a sister screen read the other way
STAT3 blocker = reduces IL-6 driven STAT3 reporter signal | U3A cells, IL-6 STAT3-luciferase reporter, luminescence; host cell line lacks STAT1 | inhibition, % at 5.5 µM | 190,000 compounds, 0.89% hits;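 active = inhibition above the mean inhibition across all screened compounds plus 3 SD, cut at about 44% in these data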;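 note: 0% = DMSO only wells and 100% = 100 µM nifuroxazide control wells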
TLR4 MyD88 comp = inhibitors of human TLR4-MyD88 binding | inhibition, % at 8.4 µM | O00206+Q99836 | HeLa CL3-4 TLR4/MyD88 BLA complementation, FRET ratio | 200,000 compounds, 0.18% hits; in the data active = inhibition above about 25%;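 note: 0% = vehicle and 100% = reference inhibitor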
Target sequence (O00206 whole entry, looked up): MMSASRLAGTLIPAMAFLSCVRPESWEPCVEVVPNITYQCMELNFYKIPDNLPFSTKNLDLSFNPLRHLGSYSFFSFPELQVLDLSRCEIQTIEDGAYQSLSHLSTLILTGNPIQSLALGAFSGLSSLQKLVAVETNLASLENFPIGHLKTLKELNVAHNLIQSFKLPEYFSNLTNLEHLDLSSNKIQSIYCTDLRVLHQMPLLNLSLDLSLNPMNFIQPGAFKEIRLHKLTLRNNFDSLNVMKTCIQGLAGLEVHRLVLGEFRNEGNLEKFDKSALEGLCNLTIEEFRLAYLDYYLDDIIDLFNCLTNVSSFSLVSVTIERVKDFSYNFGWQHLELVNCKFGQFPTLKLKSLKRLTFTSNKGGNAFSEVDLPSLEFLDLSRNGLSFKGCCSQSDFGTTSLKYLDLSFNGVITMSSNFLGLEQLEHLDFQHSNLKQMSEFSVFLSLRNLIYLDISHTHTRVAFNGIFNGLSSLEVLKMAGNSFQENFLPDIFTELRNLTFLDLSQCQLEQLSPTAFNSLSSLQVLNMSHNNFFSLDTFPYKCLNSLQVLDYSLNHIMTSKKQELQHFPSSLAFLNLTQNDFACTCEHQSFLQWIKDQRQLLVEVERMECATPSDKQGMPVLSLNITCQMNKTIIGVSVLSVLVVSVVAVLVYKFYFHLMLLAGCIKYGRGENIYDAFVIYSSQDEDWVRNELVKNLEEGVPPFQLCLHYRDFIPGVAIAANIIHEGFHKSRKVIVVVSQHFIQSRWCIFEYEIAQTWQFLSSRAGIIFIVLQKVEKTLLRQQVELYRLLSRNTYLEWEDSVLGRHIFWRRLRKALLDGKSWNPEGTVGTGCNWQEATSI
Target sequence (Q99836 whole entry, looked up): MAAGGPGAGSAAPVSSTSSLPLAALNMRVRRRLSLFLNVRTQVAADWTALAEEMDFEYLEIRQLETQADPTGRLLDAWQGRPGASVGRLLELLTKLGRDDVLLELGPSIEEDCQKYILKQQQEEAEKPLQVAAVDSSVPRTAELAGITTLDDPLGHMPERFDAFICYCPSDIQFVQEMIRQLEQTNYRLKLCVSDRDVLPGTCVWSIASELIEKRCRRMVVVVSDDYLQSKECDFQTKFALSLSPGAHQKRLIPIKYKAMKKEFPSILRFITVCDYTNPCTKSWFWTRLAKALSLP
STAT1 blocker = STAT1 signaling inhibition; inhibition, % at 5.5 µM; 200,000 compounds, 0.35% hits; NIH 3T3 STAT1-luciferase reporter, IFN-gamma, luminescence;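 active = inhibition above a set limit, the mean inhibition across all tested compounds plus 3 SD, cut at about 34% in these data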;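 note: 0% = IFN-gamma with DMSO and 100% = IFN-gamma with 300 µM nifuroxazide; values of inactives mirror those of a sister screen read the other way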
Diaph act CS = counter-screen for diaphorase-based assays: diaphorase activators and chemical reducers; 190,000 compounds, 0.005% hits; activation factor at 20 µM; Diaphorase/resazurin coupled assay, resorufin fluorescence, 16 min; active compounds read high; 1 = vehicle wells, 0 = NADH-free wells; AID 1229;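 active = diaphorase activity raised at least twofold by the compound at 20 µM; inactive = activation factor below 2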
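Material: Clostridium kluyveri diaphorase, purified enzyme; Quantity: enzyme 0.07 U/mL final; Medium: HEPES pH 7.4 buffer with MgCl2 and Tween 20; Dosing: single compound dose of 20 µM, 1% DMSO final; Schedule: 16 min reaction at room temperature; Measured by: red resorufin fluorescence at 544/590 nm excitation/emission.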
Hsp70 activator = Hsp70 transcriptional activation, primary screen; activation, % at 10 µM; 200,000 compounds, 0.04% hits; HeLa Hsp70 promoter luciferase reporter, luminescence; scaled: vehicle 0, proteasome-inhibitor control 100%;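 active = activation above the mean across all tested compounds plus 3 SD, cutoff set per campaign, cut at about 5.5% in these data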;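 note: 100% = MG132 at 30 µM as the positive control and 0% = DMSO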
G6PDH CS = L. mesenteroides G6PDH inhibition counter-screen; Purified L. mesenteroides G6PDH, diaphorase/resazurin coupled fluorescence, 45 min; inhibition, % at 5 µM; 200,000 compounds, 0.12% hits; AID 1020; in the data active = inhibition above about 50%
STAT3 act = STAT3 signaling activation. U3A cells, IL-6 STAT3-luciferase reporter, luminescence; 100% = signal with IL-6 EC80 alone. activation (% of control), % at 5.6 µM. 190,000 compounds, 0.91% hits;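 active = activation above the screen-wide mean of compound activation plus 3 SD, cut at about 130% in these data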;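 note: 0% = background luminescence of wells with medium and substrate only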
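Assay system – human STAT1-deficient U3A cells with stable STAT3-luciferase reporter · Also added – IL-6 (33 ng/mL) · Schedule – compound 1 h, then IL-6 6 h at 37 °C · Technique – reporter luminescence signal · Evaluation – % activation versus median of IL-6-stimulated wells · Benchmarks – IL-6-only wells as 100% reference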
Diaph inh CS = inhibits diaphorase or chemically oxidizes, flagging diaphorase assay artifacts. AID 1217. 190,000 compounds, 0.69% hits. diaphorase resazurin-to-resorufin fluorescence, NADH, 16 min; bacterial (C. kluyveri) enzyme, not human. inhibition, % at 20 µM;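 active = primary screen inhibition at 20 µM above a set limit, cut at about 50% in these data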;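 note: plate controls were DMSO with full reaction for no effect and wells lacking NADH for full effect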
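Assay system: diaphorase enzyme from Clostridium kluyveri. Quantity: enzyme working solution with 0.14 U/mL diaphorase. Schedule: reaction incubation of 16 min at room temperature. Technique: resorufin fluorescence, excitation 544 nm, emission 590 nm. Controls: No-NADH positive control and DMSO neutral control.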
An asterisk follows results filed as active. An unsorted share of the library; overall some 6.1% were active at least once.

Screening CC1=NN(C(=O)c2csc(C(C)C)c2)C(O)(C(F)(F)F)C1 (configuration not stated) returned STAT1 act 90, APP 5UTR inh -6, STAT3 blocker 2, TLR4 MyD88 comp -3, STAT1 blocker 11, Diaph act CS 0.9, Hsp70 activator -0.4, G6PDH CS -8, STAT3 act 98 and Diaph inh CS 9.
For O=C(O)CCS(=O)(=O)c1cccc2cccnc12 the results were STAT1 act 93, APP 5UTR inh -5, STAT3 blocker 10, TLR4 MyD88 comp -4, STAT1 blocker 8, Diaph act CS 0.8, Hsp70 activator -0.1, G6PDH CS 0, STAT3 act 95 and Diaph inh CS 18.
For CCCn1c(=N)n(CC(O)COc2cccc(C)c2)c2ccccc21 (configuration not stated) the results were STAT1 act 95, APP 5UTR inh 4, STAT3 blocker 1, TLR4 MyD88 comp 3, STAT1 blocker 6, Diaph act CS 0.9, Hsp70 activator -0.2, G6PDH CS 16, STAT3 act 101 and Diaph inh CS 14.
C=CCn1c(C)cc(C(=O)COC(=O)C2CC(=O)N(Cc3ccccc3)C2)c1C (configuration not stated) was read as STAT1 act 84, APP 5UTR inh 8, STAT3 blocker 13, TLR4 MyD88 comp -4, STAT1 blocker 17, Diaph act CS 0.9, Hsp70 activator -0.2, G6PDH CS 3, STAT3 act 92 and Diaph inh CS 13.
Screening N#Cc1c(NCCCO)nc(-c2ccccc2)c2c1CCCC2 returned STAT1 act 99, APP 5UTR inh -9, STAT3 blocker 9, TLR4 MyD88 comp -9, STAT1 blocker 1, Diaph act CS 0.6, Hsp70 activator -0.2, G6PDH CS 3, STAT3 act 93 and Diaph inh CS 39.
Screening CCOC(=O)c1[nH]c(C)c(C(=O)Nc2ccccc2F)c1C returned STAT1 act 123, APP 5UTR inh 62*, STAT3 blocker 7, TLR4 MyD88 comp 3, STAT1 blocker -25, Diaph act CS 0.9, Hsp70 activator 0.5, G6PDH CS -3, STAT3 act 97 and Diaph inh CS 6.
For CCOC(=O)/C(=N\Nc1cccc(Cl)c1)Sc1nnc(-c2ccc(OC)cc2)n1C the results were STAT1 act 104, APP 5UTR inh 7, STAT3 blocker 5, TLR4 MyD88 comp -4, STAT1 blocker -5, Diaph act CS 0.8, Hsp70 activator -0.3, G6PDH CS 2, STAT3 act 96 and Diaph inh CS 23.
For COc1cccc(CN(C)Cc2nc(C3CC3)no2)c1 the results were STAT1 act 106, APP 5UTR inh 1, STAT3 blocker 6, TLR4 MyD88 comp 1, STAT1 blocker -8, Diaph act CS 0.9, Hsp70 activator 0.5, G6PDH CS 12, STAT3 act 98 and Diaph inh CS 9.
`COc1ccc(NC(=O)CSC2CCCCC2)cc1` gave STAT1 act 109, APP 5UTR inh -62, STAT3 blocker 2, TLR4 MyD88 comp -6, STAT1 blocker -9, Diaph act CS 0.9, Hsp70 activator 0.3, G6PDH CS -2, STAT3 act 102 and Diaph inh CS 10.
For COCc1ccc(C(=O)N2CCCC(C(=O)c3cccc(C(F)(F)F)c3)C2)o1 (configuration not stated) the results were STAT1 act 96, APP 5UTR inh -6, STAT3 blocker 10, TLR4 MyD88 comp -13, STAT1 blocker 3, Diaph act CS 0.8, Hsp70 activator 0.1, G6PDH CS 3, STAT3 act 95 and Diaph inh CS 19.
CNC(=O)CSc1nnc(-c2cccs2)o1 was read as STAT1 act 104, APP 5UTR inh -13, STAT3 blocker -1, TLR4 MyD88 comp -8, STAT1 blocker -4, Diaph act CS 0.9, Hsp70 activator -0.3, G6PDH CS 4, STAT3 act 101 and Diaph inh CS 8.
`CNC(=O)CN1C(=O)CSc2nc(C)cc(C)c21` gave STAT1 act 95, APP 5UTR inh -29, STAT3 blocker 3, TLR4 MyD88 comp 11, STAT1 blocker 6, Diaph act CS 1, Hsp70 activator 0.2, G6PDH CS 23, STAT3 act 97 and Diaph inh CS 2.
Screening C[C@@H]1C[C@H]2[C@@H]3C[C@H](F)C4=CC(=O)C=C[C@]4(C)[C@@]3(F)[C@@H](O)C[C@]2(C)[C@@]1(O)C(=O)CO returned STAT1 act 118, APP 5UTR inh -89, STAT3 blocker 7, TLR4 MyD88 comp 15, STAT1 blocker -20, Diaph act CS 1, Hsp70 activator 0.4, G6PDH CS 10, STAT3 act 96 and Diaph inh CS 1.
For O=C(c1ccco1)N(Cc1ccc([N+](=O)[O-])cc1)c1ccc(Br)cc1 the results were STAT1 act 96, APP 5UTR inh 0, STAT3 blocker 1, TLR4 MyD88 comp 4, STAT1 blocker 5, Diaph act CS 0.7, Hsp70 activator -0.1, G6PDH CS 4, STAT3 act 109 and Diaph inh CS 27.
`CN1C(=O)C(CC(=O)Nc2ccc(Cl)cc2)N(Cc2ccco2)C1=S` (configuration not stated) gave STAT1 act 97, APP 5UTR inh 1, STAT3 blocker -4, TLR4 MyD88 comp 6, STAT1 blocker 0, Diaph act CS 0.9, Hsp70 activator -0.6, G6PDH CS 3, STAT3 act 108 and Diaph inh CS 14.
Screening CC(C(=O)Nc1ccccc1C(=O)N1CCCC1)n1nnc2ccccc21 (configuration not stated) returned STAT1 act 98, APP 5UTR inh -9, STAT3 blocker -21, TLR4 MyD88 comp 8, STAT1 blocker 2, Diaph act CS 0.8, Hsp70 activator 0.0, G6PDH CS 12, STAT3 act 124 and Diaph inh CS 19.
For Cc1ccc(C(=O)NCCCCNC(=O)c2ccc(C)o2)o1 the results were STAT1 act 102, APP 5UTR inh 6, STAT3 blocker 3, TLR4 MyD88 comp 11, STAT1 blocker -2, Diaph act CS 1, Hsp70 activator -0.1, G6PDH CS 7, STAT3 act 103 and Diaph inh CS 4.
COCC(=O)Nc1ccc(Br)cc1 was read as STAT1 act 94, APP 5UTR inh -27, STAT3 blocker 6, TLR4 MyD88 comp 5, STAT1 blocker 7, Diaph act CS 0.9, Hsp70 activator -0.4, G6PDH CS -4, STAT3 act 100 and Diaph inh CS 12.
`OCC1(CC2CCCCO2)CCN(Cc2cccc(O)c2)CC1` (configuration not stated) gave STAT1 act 95, APP 5UTR inh -20, STAT3 blocker 8, TLR4 MyD88 comp -21, STAT1 blocker 4, Diaph act CS 0.9, Hsp70 activator -0.1, G6PDH CS 10, STAT3 act 97 and Diaph inh CS 11.
Screening C/C(=N\NC(=O)C1CC1c1ccccc1)c1cccs1 (configuration not stated) returned STAT1 act 102, APP 5UTR inh 5, STAT3 blocker 6, TLR4 MyD88 comp 13, STAT1 blocker -3, Diaph act CS 0.9, Hsp70 activator 0.7, G6PDH CS 3, STAT3 act 104 and Diaph inh CS 9.
For CCN(CC)CCCNC(=O)c1cn(CC)c2ccc(S(=O)(=O)N3CCc4ccccc4C3)cc2c1=O the results were STAT1 act 108, APP 5UTR inh 10, STAT3 blocker 4, TLR4 MyD88 comp 4, STAT1 blocker -8, Diaph act CS 0.9, Hsp70 activator -0.2, G6PDH CS 0, STAT3 act 104 and Diaph inh CS 13.
Screening CC/C(=N\NC(=O)c1ccc2c(c1)OCO2)C12CC3CC(CC(C3)C1)C2 returned STAT1 act 98, APP 5UTR inh 6, STAT3 blocker 2, TLR4 MyD88 comp -1, STAT1 blocker 2, Diaph act CS 0.9, Hsp70 activator 0.0, G6PDH CS 7, STAT3 act 103 and Diaph inh CS 10.
O=C(O)c1ccccc1/C=N/Nc1nc(N2CCCCC2)nc(N2CCCCC2)n1 was read as STAT1 act 109, APP 5UTR inh 13, STAT3 blocker 6, TLR4 MyD88 comp -3, STAT1 blocker -10, Diaph act CS 0.9, Hsp70 activator 0.0, G6PDH CS 0, STAT3 act 97 and Diaph inh CS 6.
Cc1noc(/C=C/N(C)C)c1S(=O)(=O)N1CCCC(C(=O)NCc2cccs2)C1 (configuration not stated) was read as STAT1 act 96, APP 5UTR inh 9, STAT3 blocker 0, TLR4 MyD88 comp 12, STAT1 blocker 5, Diaph act CS 1.1, Hsp70 activator -0.5, G6PDH CS -1, STAT3 act 104 and Diaph inh CS -8.

The final 2 records of the part before lead into the next:
O=C(O)c1ccccc1/C=N/Nc1nc(N2CCCCC2)nc(N2CCCCC2)n1 was read as STAT1 act 109, APP 5UTR inh 13, STAT3 blocker 6, TLR4 MyD88 comp -3, STAT1 blocker -10, Diaph act CS 0.9, Hsp70 activator 0.0, G6PDH CS 0, STAT3 act 97 and Diaph inh CS 6.
Cc1noc(/C=C/N(C)C)c1S(=O)(=O)N1CCCC(C(=O)NCc2cccs2)C1 (configuration not stated) was read as STAT1 act 96, APP 5UTR inh 9, STAT3 blocker 0, TLR4 MyD88 comp 12, STAT1 blocker 5, Diaph act CS 1.1, Hsp70 activator -0.5, G6PDH CS -1, STAT3 act 104 and Diaph inh CS -8.
For CCCCCCn1c(-c2ccco2)nc2oc3cc(OC)ccc3c(=O)c2c1=O the results were STAT1 act 101, APP 5UTR inh -18, STAT3 blocker 11, TLR4 MyD88 comp 6, STAT1 blocker -1, Diaph act CS 0.8, Hsp70 activator -0.2, G6PDH CS -28, STAT3 act 94 and Diaph inh CS 23.
For CN(C)C=Nc1nonc1-c1ncn[nH]1 the results were STAT1 act 101, APP 5UTR inh -9, STAT3 blocker 9, TLR4 MyD88 comp -10, STAT1 blocker -1, Diaph act CS 0.8, Hsp70 activator 0.0, G6PDH CS 10, STAT3 act 96 and Diaph inh CS 17.
Screening COc1ccc(N(C)S(=O)(=O)c2cccc(C(=O)OCC(=O)Nc3sc4c(c3C#N)CCCCC4)c2)cc1 returned STAT1 act 87, APP 5UTR inh -12, STAT3 blocker 5, TLR4 MyD88 comp -2, STAT1 blocker 14, Diaph act CS 0.8, Hsp70 activator -0.2, G6PDH CS -18, STAT3 act 94 and Diaph inh CS 15.
`O=C(NCc1ccccn1)c1ccc(/C=N/O)nc1` gave STAT1 act 96, APP 5UTR inh -5, STAT3 blocker -6, TLR4 MyD88 comp -13, STAT1 blocker 5, Diaph act CS 0.9, Hsp70 activator -0.1, G6PDH CS 13, STAT3 act 105 and Diaph inh CS 14.
For COc1ccc(/C(C)=N/NC(=O)CNC(=O)c2cccs2)cc1 the results were STAT1 act 110, APP 5UTR inh -5, STAT3 blocker 6, TLR4 MyD88 comp -4, STAT1 blocker -12, Diaph act CS 0.8, Hsp70 activator -0.1, G6PDH CS -1, STAT3 act 104 and Diaph inh CS 21.
Screening CC(OCc1ccccc1)C(NC(=O)OC(C)(C)C)C(=O)NCC1CCCO1 (configuration not stated) returned STAT1 act 96, APP 5UTR inh 12, STAT3 blocker 2, TLR4 MyD88 comp 2, STAT1 blocker 5, Diaph act CS 0.9, Hsp70 activator -0.1, G6PDH CS 13, STAT3 act 100 and Diaph inh CS 10.
For COc1ccc(C)cc1Cn1c(S(C)(=O)=O)nc2ccccc21 the results were STAT1 act 99, APP 5UTR inh -1, STAT3 blocker 2, TLR4 MyD88 comp -1, STAT1 blocker 1, Diaph act CS 0.6, Hsp70 activator -0.4, G6PDH CS 17, STAT3 act 103 and Diaph inh CS 35.
